MITF inh = human MITF inhibition, primary screen | 650,000 tested, 0.91% active | AID 1259374 | AlphaScreen MITF homodimerization, bead proximity signal | O75030 | inhibition, % at 2.6 µM; in the data active = inhibition above about 50%;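 note: 0% = vehicle wells with protein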
Target sequence (O75030 whole entry, looked up): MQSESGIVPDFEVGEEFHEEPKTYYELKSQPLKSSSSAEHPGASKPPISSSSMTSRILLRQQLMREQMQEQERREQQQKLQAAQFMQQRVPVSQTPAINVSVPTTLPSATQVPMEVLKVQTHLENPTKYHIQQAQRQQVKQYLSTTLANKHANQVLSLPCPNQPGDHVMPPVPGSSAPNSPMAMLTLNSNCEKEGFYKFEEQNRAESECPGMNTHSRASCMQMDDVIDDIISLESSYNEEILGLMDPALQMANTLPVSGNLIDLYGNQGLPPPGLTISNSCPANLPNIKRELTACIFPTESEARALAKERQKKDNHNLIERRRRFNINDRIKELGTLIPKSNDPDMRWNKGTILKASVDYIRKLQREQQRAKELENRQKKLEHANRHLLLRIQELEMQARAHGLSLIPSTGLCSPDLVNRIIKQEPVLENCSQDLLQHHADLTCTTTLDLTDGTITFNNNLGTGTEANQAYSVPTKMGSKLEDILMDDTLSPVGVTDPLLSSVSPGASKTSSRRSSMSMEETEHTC
GPR151 ag = human GPR151 activation | Q8TDV0 | PathHunter beta-arrestin GPR151 cells, luminescence | activation, % at 11.2 µM | 650,000 tested, 1% active | AID 1508602; in the data active = activation above about 4.9%;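 note: 0% = median of compound wells and 100% = cells with positive control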
Target sequence (Q8TDV0 whole entry, looked up): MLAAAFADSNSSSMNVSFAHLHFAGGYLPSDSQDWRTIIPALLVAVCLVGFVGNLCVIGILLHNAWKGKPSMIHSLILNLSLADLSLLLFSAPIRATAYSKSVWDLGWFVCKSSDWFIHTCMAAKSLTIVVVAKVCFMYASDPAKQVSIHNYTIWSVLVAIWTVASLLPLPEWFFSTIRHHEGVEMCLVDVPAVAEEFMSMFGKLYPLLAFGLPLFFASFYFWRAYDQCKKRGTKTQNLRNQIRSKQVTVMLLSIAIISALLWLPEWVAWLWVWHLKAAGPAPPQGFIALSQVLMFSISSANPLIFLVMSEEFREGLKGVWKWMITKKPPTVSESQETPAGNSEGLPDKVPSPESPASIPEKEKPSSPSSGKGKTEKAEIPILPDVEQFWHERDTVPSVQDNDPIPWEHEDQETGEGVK
TEAD-YAP inh = TEAD-YAP interaction inhibition. AID 1259422. HEK-TIYL cells, TEAD-Gal4/YAP UAS-luciferase luminescence. inhibition, % at 9.12 µM. 640,000 tested, 1.4% active; in the data active = inhibition above about 32%;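 note: 0% = median of test compound wells and 100% = reference inhibitor wells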
FBW7 activator = human FBW7 E3 ligase activation, primary screen; normalized activity (activation), % at 26.1 µM; AID 1259310; 650,000 tested, 0.13% active; Q969H0; AlphaScreen FBW7–phospho-cyclin E peptide binding, activator screen; in the data active = normalized activity above about 1.9%;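 note: purified mutant Fbw7 with reduced substrate affinity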
The depositor's hits bear a star; & = joins results of further samples.

The first 7 compounds, ahead of the listing:
SMILES	MITF inh	GPR151 ag	TEAD-YAP inh	FBW7 activator
CC(=O)c1ccc(OCCCC(=O)Nc2nc3c(s2)CCCC3)cc1	26.3	0.0	10.9	0.4
Cc1cccc(C(=O)NNS(=O)(=O)c2cccc([N+](=O)[O-])c2)c1	2.2	1.4	14.9	0.1
O=C(C1CC1)N1CCC2(CC1)CC(O)(c1ccc(F)cc1)CO2 (configuration not stated)	2.8	0.5	7.2	0.0
O=C(NCc1ccccc1)c1ccccc1NC(=O)C1CCCCC1C(=O)O (configuration not stated)	-0.9	0.2	2.4	-0.1
O=C(NCCN1CCOCC1)c1ccnc(-c2ccc(N3CCOCC3)nc2)c1	14.8	0.1	-15.3	0.0
CCOCCCN1C(=O)C2C(C(=O)Nc3cc(Cl)cc(Cl)c3)C3C=CC2(O3)C1C(=O)NC1CCCCC1 (configuration not stated)	-7.0	0.3	-0.7	-0.1
Cc1nc(C(C)NC(=O)CCc2nnc(CCc3ccccc3)o2)c(C)s1 (configuration not stated)	-13.9	-1.7	-65.7	0.0

Main list, from the start:
SMILES	MITF inh	GPR151 ag	TEAD-YAP inh	FBW7 activator
CC(=O)c1ccc(OCCCC(=O)Nc2nc3c(s2)CCCC3)cc1	26.3	0.0	10.9	0.4
Cc1cccc(C(=O)NNS(=O)(=O)c2cccc([N+](=O)[O-])c2)c1	2.2	1.4	14.9	0.1
O=C(C1CC1)N1CCC2(CC1)CC(O)(c1ccc(F)cc1)CO2 (configuration not stated)	2.8	0.5	7.2	0.0
O=C(NCc1ccccc1)c1ccccc1NC(=O)C1CCCCC1C(=O)O (configuration not stated)	-0.9	0.2	2.4	-0.1
O=C(NCCN1CCOCC1)c1ccnc(-c2ccc(N3CCOCC3)nc2)c1	14.8	0.1	-15.3	0.0
CCOCCCN1C(=O)C2C(C(=O)Nc3cc(Cl)cc(Cl)c3)C3C=CC2(O3)C1C(=O)NC1CCCCC1 (configuration not stated)	-7.0	0.3	-0.7	-0.1
Cc1nc(C(C)NC(=O)CCc2nnc(CCc3ccccc3)o2)c(C)s1 (configuration not stated)	-13.9	-1.7	-65.7	0.0
COc1cc(C2c3cccn3CCN2S(=O)(=O)c2ccccc2[N+](=O)[O-])cc(OC)c1OC (configuration not stated)	4.6	0.8	4.5	-0.2
O=[N+]([O-])c1cccnc1NCc1ccc(F)c(F)c1	-1.4	0.6	-8.8	0.2
Cc1nc(N/N=C/c2ccccc2)nc(N(C)c2ccccc2)c1[N+](=O)[O-]	-10.5	-0.3	-3.3	0.3
COc1cc2c(=O)n(C3CCCC3)c(=O)n(CC(=O)Nc3ccccc3)c2cc1OC	-15.5	2.9	10.7	0.0
O=S1(=O)N=C(CCC2CCCC2)Nc2ccccc21	11.1	-0.7	12.3	0.0
Cc1csc2ncc(C(=O)N3CCOCC3)c(=O)n12	5.1	0.0	0.6	0.1
Cc1ccccc1/C=C1\N=C(c2ccc(Cl)cc2)OC1=O	13.7	-0.2	-7.0	-0.1
CC1CC(C)CN(C(=O)COC(=O)c2ccc(O)cc2)C1 (configuration not stated)	14.2	0.7	-7.5	0.2
CCc1ccc(C(=O)NNC(=S)NCCCOC)s1	6.2	-1.4	-38.6	0.1
CCCCCn1c(=S)[nH]c2cc(C(=O)Nc3ccc(Cl)c(C(F)(F)F)c3)ccc2c1=O	10.3	0.6	10.0	0.2
O=C1CN=C(Nc2ccccc2)N1c1ccccc1	-2.7	1.5	10.7	-0.2
CC(=O)Nc1ccc(Nc2nc(C)c([N+](=O)[O-])c(Nc3ccc(NC(C)=O)cc3)n2)cc1	10.7	-2.3	23.8	0.0
CC(=O)c1ccc(NC(=O)CNc2cccc(Br)c2)cc1	1.1	-1.4	-17.8	-0.1
CC1=NN(c2ccc(S(=O)(=O)O)cc2)C(=O)C1N=Nc1ccccc1 (configuration not stated)	5.8	0.7	-2.9	0.0
CCOC1=NN(c2ccc([N+](=O)[O-])cc2)C(=O)/C1=C\c1ccc(Br)cc1	4.3	3.6	5.0	-0.1
CCOC(=O)C1=c2s/c(=C/c3ccccc3Br)c(=O)n2C(N)=C(C#N)C1c1ccccc1Br (configuration not stated)	11.7	-1.7	4.7	0.3
O=C(NNC1=C(Cl)C(=O)C(Cl)(Cl)C1=O)c1ccccc1	0.2	-1.0	9.8	-0.2
CCOC(=O)N1CCC(NC(=O)c2cc(-c3cccs3)nn2C)CC1	6.2	1.3	0.5	0.1
O=C(N/N=C1\C2CN3CCN(C2)CC1(c1ccccc1)C3)c1ccc(F)cc1	-0.7	-0.6	-32.1	0.0
O=C(Nc1ccc(-n2cccn2)cc1)C1CCN(Cc2nc3c(s2)CCCC3)CC1	-5.4	-0.4	37.7*	-0.2
NC(=O)c1ccc(NC(=O)CSc2ncccn2)cc1	9.8	-0.1	15.1	-0.2
Clc1cccc(-c2nc(-c3ccccc3)c(-c3ccccc3)[nH]2)c1	3.3	-0.1	-1.2	-0.1
COc1cc(C(=S)N2CCOCC2)cc(OC)c1OC(=O)c1ccccc1[N+](=O)[O-]	13.1	-0.1	9.4	-0.1
CN(C(=O)c1cnc(N2CCN(c3ccccn3)CC2)c2ccccc12)C1CCCCC1	0.2	0.0	11.5	-0.1
CCC(CC)C(=O)Nc1nn2c(-c3cccc(OC)c3)nnc2s1	-3.7	3.4	-1.0	-0.1
COc1cc(Cl)cc(C=O)c1OCc1ccccc1	-1.1	-0.2	-17.6	1.3
CC(C)C[C@H]1NC(=O)[C@@H]2C[C@H](NC(=O)c3ccc(Br)cc3)CN2C1=O	-15.8	0.5	0.9	-0.2
Clc1ccc(CNc2nc3ccccc3c3nc(-c4cccnc4)nn23)cc1	-0.8	-0.3	2.0	0.0
CC(C)(C)c1ccc(C(=O)Oc2cc(N)n(S(=O)(=O)c3ccc(Cl)cc3)n2)cc1	15.5	-0.7	-0.5	0.0
Cc1nc2ccc(S(=O)(=O)NC(C(=O)Nc3ccc(Cl)cc3)C(C)C)cc2s1 (configuration not stated)	8.3	-0.2	-0.7	0.9
CCC(=O)N/N=C/c1ccc(OS(=O)(=O)c2ccccc2)cc1	3.9	-1.6	2.9	0.2
O=C(CCN1CCCC1)Nc1ccc2c(c1)CCC2	4.4	-0.1	4.8	0.2
COc1ccc2c(c1)SC(C)C(=O)N2Cc1ccc(F)cc1 (configuration not stated)	-18.6	3.7	3.6	0.0
CCOc1cc(C2NC(=O)NC3=C2CCc2ccccc23)ccc1O (configuration not stated)	3.2	3.7	14.3	-0.1
CCOc1ccccc1CNC(=O)C1CCN(c2nnc(N3CCCC3=O)s2)CC1	-1.9	0.9	-4.3	-0.2
COc1ccc(CN(CC2CCC(C(=O)O)CC2)C(=S)Nc2cc(C)cc(C)c2)cc1 (configuration not stated)	8.2	-1.0	6.9	0.2
CCOC(=O)c1c(NC(=O)c2cc([N+](=O)[O-])ccc2Cl)sc(C(C)=O)c1C	0.6	-0.5	2.5	0.4
O=C(NCCN1C(=O)C2C3C=CC(C3)C2C1=O)Nc1nncs1 (configuration not stated)	-15.6	-1.6	-0.3	0.1
Cc1cc(C)cc(NC(=O)C2C3C=CC4(O3)C2C(=O)N(C(C)c2ccccc2)C4C(=O)NC2CCCC(C)C2C)c1 (configuration not stated)	25.8	-0.5	-3.9	0.1
O=C1N[C@H](Cc2ccccc2)C(=O)N2C[C@@H](NCc3cnn(-c4cccc(Cl)c4)c3)C[C@@H]12	3.5	3.1	6.7	-0.1
O=C(COc1ccc(Cl)cc1)N1CCN(C(=O)COc2ccc(Cl)cc2)CC1	9.0	-0.6	7.8	-0.1
CC1(C)OC(C)(C)/C(=C/c2ccc3cccnc3c2)C1=O	9.9	-0.3	-9.6	-0.1
Oc1ccc(-c2nc(-c3ccc(F)cc3)c(-c3ccncc3)[nH]2)cc1	4.1&28.2	1.5&0.5	-9.9	-0.1&0.0
Further entries.
SMILES	MITF inh	GPR151 ag	TEAD-YAP inh	FBW7 activator
O=C(Cc1cccnc1)N1CCC(c2ncncc2-c2ccncc2)CC1	1.5	0.4	-0.6	-0.1
O=C(C1CCCN1c1nnc(N2CCCC2=O)s1)N1CCN(c2ccccc2)CC1 (configuration not stated)	6.1	2.6	-2.6	0.0
CC(=O)Nc1ccc(S(=O)(=O)N2CCN(Cc3ccsc3)CC2)cc1	-1.0	2.1	4.9	0.2
CN=C(NS(=O)(=O)c1ccc(F)cc1F)c1ccccc1	14.8	0.2	8.2	0.3
CCOc1ccccc1NC(=O)CSc1n[nH]c(N)n1	13.6	-0.5	11.7	0.0
COc1ccc(/C=N/Nc2nc(N3CCCCC3)nc(N3CCCCC3)n2)cc1[N+](=O)[O-]	15.4	-0.5	2.6	0.5
COC(=O)c1c(NC(=O)CSc2nc3ccccc3c(=O)[nH]2)sc(C)c1C	3.1	-0.7	16.7	-0.1
Cc1ccc(NC(=O)CN(C2CCCCC2)S(=O)(=O)c2ccccc2)cc1	13.2	-0.6	1.0	-0.1
C=CCOc1ccc(/C(O)=C2\C(=O)C(=O)N(c3nc(C)c(C(=O)OC)s3)C2c2ccc(C)cc2)c(C)c1 (configuration not stated)	14.3	0.4	9.1	0.0
CC(=O)Nc1ccc(-c2cn[nH]c2)cc1NC(=O)[C@H](N)Cc1cccc(F)c1	4.6	0.8	5.6	-0.2
CCCCOC(=O)C1=C(C)NC2=C(C(=O)CC(c3ccccc3)C2)C1c1ccccc1OCc1ccccc1 (configuration not stated)	-1.8	1.2	1.5	0.0
CCCNc1nc(Nc2nc3ccccc3n2C)nc2c1ncn2Cc1ccc(C(F)(F)F)cc1	1.4	0.1	2.1	-0.2
CCN(CC)CCN(CC)Cc1ccccc1Br	15.9	-0.8	5.5	0.1
CCOc1cc(C2C(C#N)=C(N)Oc3n[nH]c(-c4ccc(Br)cc4)c32)ccc1OC(=O)N1CCOCC1 (configuration not stated)	0.8	-1.3	5.9	-0.5
O=C(CSc1nnc2c(n1)[nH]c1ccccc12)Nc1nc2ccc([N+](=O)[O-])cc2s1	-0.5	1.6	7.6	-0.2
COc1cc(Br)cc(CN2CCCC(C)C2)c1O (configuration not stated)	10.7	-1.2	11.1	0.2
O=C(CN1CCCCCC1)NCc1ccc2c(c1)OCO2	7.0	-0.2	-6.0	0.2
Cc1ccc(NC(=O)CSc2c[nH]c3ccccc23)c(C)c1	6.9	0.1	10.5	0.3
C/C(CC(=O)Nc1cccc(F)c1)=N\NC(=O)C(c1ccccc1)c1ccccc1	3.0	-0.5	-0.8	0.1
Cc1csc(CN(C)C(=O)CC2C(=O)NCCN2Cc2ccc(F)c(F)c2)n1 (configuration not stated)	-31.8	1.4	-1.7	-0.1
COc1ccc(NC(=O)CN2CCN(CC(=O)Nc3ccccc3F)CC2)c(OC)c1	14.7	-1.6	-1.0	0.0
O=C(CSc1nnc2ncccn12)NC1CCCCC1	-3.5	0.8	-9.7	-0.1
Cc1ccc(NS(=O)(=O)c2ccc(NC(=O)C(F)(F)F)cc2)c(C)c1	14.2	0.1	8.1	0.1
CN(CCc1ccccn1)C(=O)c1cc2nc(-c3ccc(Cl)c(Cl)c3)cc(C(F)(F)F)n2n1	-2.9	0.2	-10.8	-0.1
CC1CN(Cc2nc3c(c(=O)[nH]c(=O)n3C)n2Cc2cccc(Cl)c2)CC(C)O1 (configuration not stated)	27.4	-1.5	-10.1	0.0
CCOC(=O)Cn1nc2sc3ccccc3n2c(=O)c1=O	-20.1	0.3	-13.0	0.1
CC(C)C(=O)Nc1ccc(-c2nnc(-c3ccccc3)o2)cc1	10.9	-0.3	-82.1	0.6
O=C(Cn1c(C2CC2)nc2c(cnn2-c2ccccc2)c1=O)NCc1ccccc1	-5.7	1.4	3.0	0.3
FC(F)(F)c1ccc(Cn2cnc3c(NC4CC4)nc(Cl)nc32)cc1	-0.6	0.2	-0.1	0.1
COc1ccccc1NC(=O)CSc1nc2ccccc2c(=O)n1CC1CCC(C(=O)NCCc2ccccc2)CC1 (configuration not stated)	5.2	-1.1	-5.6	0.0
CC1=NNC(=O)C1CCC(=O)N/N=C(\C)c1cccc([N+](=O)[O-])c1 (configuration not stated)	5.2	-0.3	0.3	-0.1
COc1cc2c(cc1OC)n(CC(=O)Nc1cc(C)ccn1)n1c(C)cc(=O)nc21	6.8	1.6	-2.0	0.1
CCOc1ccc(C(=O)Nc2nc3ccc4nc(C)sc4c3s2)cc1	-2.1	0.4	-1.4	0.0
O=C1CSC(c2ccccc2)N1Cc1ccccc1 (configuration not stated)	-10.9	0.7	-6.9	-0.1
CCCNC(=O)c1nn2c(c1Cl)NC(c1ccc(OC)cc1)CC2C(F)(F)F (configuration not stated)	-1.8	0.8	6.6	0.0
CCCN1Cc2cccc(C(=O)Nc3ccc(F)c(Cl)c3)c2C1=O	3.4	-0.1	10.6	-0.3
O=C(CCc1cccc(Oc2ccc(F)cc2)c1)NC1CC1	1.6	-1.4	7.5	0.3
Cc1ccc2c(NC(=O)C3CN(C(=O)c4ccc(F)c(F)c4)C3)cccc2n1	4.2	-0.9	1.1	0.1
COc1cc(/C=N/NC(=O)C(=O)Nc2ccccc2)cc(OC)c1OC	-0.7	0.1	-6.8	-0.2
N#CC1=C(N)S[C@@H](C(=O)c2ccccc2)[C@@H]1c1ccccc1[N+](=O)[O-]	0.8	-0.3	7.0	-0.5
O=C(NCc1cccc(F)c1)c1cc(COc2cccc3cnccc23)on1	-6.5	-2.3	-3.4	0.0
COC(=O)c1ccc(NC(=O)CSCc2ccccc2C)cc1	2.2	0.6	0.9	0.0
O=C(NCCc1ccc(S(=O)(=O)N2CCCC2)cc1)c1cccs1	-4.0	0.0	0.2	-0.2
c1ccc(-n2cccc2CN2CCCC(N3CCOCC3)C2)nc1 (configuration not stated)	1.5	-0.6	1.2	-0.1
O=C(Nc1ccc(F)cc1)N1CCN(c2ccc(Nc3ccccn3)nn2)CC1	10.7	1.0	3.8	-0.9

Source: PubChem BioAssay
